SENP1 FRET inh – human SENP1 catalytic domain inhibitors, primary screen, biochemical, FRET, uHTS. Sentrin-specific protease 1 (Homo sapiens), Q9P0U3. recombinant SENP1 catalytic domain, CyPet-SUMO1-YPet FRET cleavage. inhibition, % at 10 µM. 0.21% of 360,000 active. AID 624204, 2012;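 active means inhibition at least 30% at 10 µM, raw YFP signal under a set limit, fluorescence ratio 0.5 to 1.5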;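 further: 0% = enzyme with DMSO and 100% = no enzyme wells; some results filed as inactive read as strong as hits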
Target sequence (Q9P0U3 419-644 limits assumed): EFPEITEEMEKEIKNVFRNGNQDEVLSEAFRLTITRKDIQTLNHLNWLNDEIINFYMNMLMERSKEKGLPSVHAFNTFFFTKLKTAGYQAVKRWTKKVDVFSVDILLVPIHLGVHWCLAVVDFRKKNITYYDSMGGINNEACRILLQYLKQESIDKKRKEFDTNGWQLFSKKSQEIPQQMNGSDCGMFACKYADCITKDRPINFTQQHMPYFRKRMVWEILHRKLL
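Material – human SENP1 catalytic domain · Input – SENP1 enzyme, 20 pM final · Compound dosing – single concentration of 10 µM compound, 0.5% DMSO final · Timing – enzyme reaction for 50 min at room temperature, dark · Measured by – FRET fluorescence in CFP and YFP emission channels · Control set – no-enzyme wells low, DMSO-plus-enzyme wells high control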
SENP8 block – human SENP8 protease inhibitors, primary screen, biochemical, fluorescence, Nedd8 protein substrate, uHTS; Sentrin-specific protease 8 (Homo sapiens), Q96LD8; recombinant SENP8; inhibition, % at 20 µM; 0.64% of 360,000 active; in the data active means inhibition mostly above about 40%, no sharp cut-off; inactive means mostly below about 27%
Target sequence (Q96LD8 whole entry, looked up): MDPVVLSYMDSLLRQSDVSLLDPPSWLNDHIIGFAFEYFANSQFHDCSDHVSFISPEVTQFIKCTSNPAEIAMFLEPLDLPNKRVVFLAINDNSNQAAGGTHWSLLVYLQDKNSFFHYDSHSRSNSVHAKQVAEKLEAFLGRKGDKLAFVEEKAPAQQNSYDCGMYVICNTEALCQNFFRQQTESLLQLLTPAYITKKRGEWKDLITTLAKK
An asterisk follows results filed as active. A portion of the library, so the mix of outcomes need not match the whole.

COc1cc(OC)cc(-c2c(Sc3ccccc3)c3cc(-c4cnc(OC)nc4)ccc3n2C)c1 was read as SENP1 FRET inh -0.4 and SENP8 block -38.8.
For CC(C)(C)OC(=O)N1CCC[C@H]1C(=O)N1CCC[C@H]1C(=O)NCc1ccncc1 the results were SENP1 FRET inh 1.9 and SENP8 block 13.1.
Screening COc1ccc(S(=O)(=O)N[C@@H]2C=C[C@@H](CC(=O)N3CCc4ccccc4C3)O[C@@H]2CO)cc1 returned SENP1 FRET inh 1.5 and SENP8 block 23.2.
CS(=O)(=O)N1Cc2cc(C(=O)NCC3CCCCC3)nc(-c3cccc(-c4cccnc4)c3)c2[C@H]1CCO was read as SENP1 FRET inh 1.3 and SENP8 block 7.3.
`CCCNC(=O)C1(C)CCCN(CCOc2ccccc2)C1` (stereo not drawn) gave SENP1 FRET inh 0.4 and SENP8 block 2.2.
Screening CSc1ncccc1C(=O)N1CCC(C)(C(=O)O)C1 (stereo not drawn) returned SENP1 FRET inh 3.6 and SENP8 block 18.7.
Screening Cc1ccc(S(=O)(=O)N2[C@@H](Cc3ccccc3)CO[C@H]2CC(=O)c2cccs2)cc1 returned SENP1 FRET inh 0.8 and SENP8 block 21.0.
`COCCNC(=O)C1CCCN(Cc2cccc(Cl)c2)CC1` (stereo not drawn) gave SENP1 FRET inh 0.7 and SENP8 block 17.7.
For CCCCNC(=O)C1c2ccccc2OCC(=O)N1CCc1ccccc1 (stereo not drawn) the results were SENP1 FRET inh 2.3 and SENP8 block 11.7.
Cn1ncc2c(=S)[nH]c(=S)[nH]c21 was read as SENP1 FRET inh -0.3 and SENP8 block 17.1.
`CCOC(=O)C1CCCN(C(=O)c2ccc(C)c(F)c2)CC1` (stereo not drawn) gave SENP1 FRET inh -0.2 and SENP8 block 40.6*.
Screening COc1ccc(Cc2c(-c3ccco3)nc3c(C)cc(Br)cn23)c(C)c1 returned SENP1 FRET inh -2.1 and SENP8 block -20.5.
O=C(NCc1ccccc1)c1cc(C2CCCCN2C(=O)c2cccs2)on1 (stereo not drawn) was read as SENP1 FRET inh -0.1 and SENP8 block 12.3.
Screening Cc1c(C(=O)NCc2ccc(Cl)c(Cl)c2)sc(=O)n1Cc1ccc(S(C)(=O)=O)cc1 returned SENP1 FRET inh -0.5 and SENP8 block 4.1.
Screening Cn1ccc2c(-c3ccc(CO)cc3)cc3c(c21)C1CCC3C1 (stereo not drawn) returned SENP1 FRET inh -32.7 and SENP8 block -347.4.
Screening Cc1ccc(C(NC(=O)C2CCN(Cc3ccc(Oc4ccccc4)cc3)CC2)c2ccccn2)cc1 (stereo not drawn) returned SENP1 FRET inh -3.2 and SENP8 block 8.1.
`CC1(C(=O)NS(=O)(=O)c2cccc(Cl)c2)CCN1C(=O)Cc1cccs1` (stereo not drawn) gave SENP1 FRET inh 2.2 and SENP8 block 5.8.
`O=C(C[C@@H]1CC[C@H](NC(=O)c2ccc3c(c2)OCO3)[C@@H](CO)O1)NCc1ccc(F)cc1` gave SENP1 FRET inh 3.6 and SENP8 block 13.8.
Screening CCOC(=O)C1CCCN(C(=O)c2ccc(OC)cc2)CC1 (stereo not drawn) returned SENP1 FRET inh 0.2 and SENP8 block -0.8.
For Nc1ncnc2c1ccn2[C@H]1CN(Cc2ccc3c(c2)OCO3)C[C@@H](COC(=O)c2ccccc2)O1 the results were SENP1 FRET inh 1.9 and SENP8 block 18.9.

9 consecutive compounds out of the list so far, quoted:
COc1cc(OC)cc(-c2c(Sc3ccccc3)c3cc(-c4cnc(OC)nc4)ccc3n2C)c1 was read as SENP1 FRET inh -0.4 and SENP8 block -38.8.
For CC(C)(C)OC(=O)N1CCC[C@H]1C(=O)N1CCC[C@H]1C(=O)NCc1ccncc1 the results were SENP1 FRET inh 1.9 and SENP8 block 13.1.
Screening COc1ccc(S(=O)(=O)N[C@@H]2C=C[C@@H](CC(=O)N3CCc4ccccc4C3)O[C@@H]2CO)cc1 returned SENP1 FRET inh 1.5 and SENP8 block 23.2.
CS(=O)(=O)N1Cc2cc(C(=O)NCC3CCCCC3)nc(-c3cccc(-c4cccnc4)c3)c2[C@H]1CCO was read as SENP1 FRET inh 1.3 and SENP8 block 7.3.
`CCCNC(=O)C1(C)CCCN(CCOc2ccccc2)C1` (stereo not drawn) gave SENP1 FRET inh 0.4 and SENP8 block 2.2.
Screening CSc1ncccc1C(=O)N1CCC(C)(C(=O)O)C1 (stereo not drawn) returned SENP1 FRET inh 3.6 and SENP8 block 18.7.
Screening Cc1ccc(S(=O)(=O)N2[C@@H](Cc3ccccc3)CO[C@H]2CC(=O)c2cccs2)cc1 returned SENP1 FRET inh 0.8 and SENP8 block 21.0.
`COCCNC(=O)C1CCCN(Cc2cccc(Cl)c2)CC1` (stereo not drawn) gave SENP1 FRET inh 0.7 and SENP8 block 17.7.
For CCCCNC(=O)C1c2ccccc2OCC(=O)N1CCc1ccccc1 (stereo not drawn) the results were SENP1 FRET inh 2.3 and SENP8 block 11.7.

The list continues:
OC(c1ccc(-c2ccccc2)cc1)c1ncc(-c2ccccc2)[nH]1 (stereo not drawn) was read as SENP1 FRET inh -1.8 and SENP8 block 2.4.
Screening C(=C\c1ccccc1)/CN1CCN(C(c2cc3ccccc3o2)c2nnnn2-c2ccc3c(c2)OCCO3)CC1 (stereo not drawn) returned SENP1 FRET inh 2.7 and SENP8 block 26.9.
CCOC(=O)C1CCCN(C(=O)COc2ccc(C(C)(C)C)cc2)CC1 (stereo not drawn) was read as SENP1 FRET inh 2.7 and SENP8 block 21.8.
For COC(=O)C[C@@H]1C=C[C@@H](NC(=O)c2cccnc2)[C@@H](CO)O1 the results were SENP1 FRET inh 1.2 and SENP8 block 5.9.
For O=C1Nc2ccccc2-n2nnnc2C1N1CCN(C(=O)c2ccco2)CC1 (stereo not drawn) the results were SENP1 FRET inh -6.1 and SENP8 block 22.3.
`O=C(Nc1cccc2ccccc12)c1csc(COCCO)n1` gave SENP1 FRET inh 1.3 and SENP8 block 5.0.
`CC(C)CNC(=O)C1(C)CCCCCN1Cc1ccccc1-c1ccccc1` (stereo not drawn) gave SENP1 FRET inh 0.1 and SENP8 block 15.7.
For Cc1ccc(Cc2c(-c3cccc(Br)c3)nc3c(C)cc(Br)cn23)cc1 the results were SENP1 FRET inh 22.6 and SENP8 block 7.3.
`CSCCC(c1nc2ccccc2[nH]1)n1c(=O)c(-c2cc3ccccc3[nH]2)nc2ccccc21` (stereo not drawn) gave SENP1 FRET inh -17.3 and SENP8 block -375.0.
`CCCCNC(=O)c1c(N)[nH]c(C(=O)c2ccccc2)c1-c1ccc(Cl)cc1` gave SENP1 FRET inh -15.0 and SENP8 block 19.5.
`CC(C)c1ccc(CC(=O)N2CCC2(C)C(=O)Nc2cccc(C#N)c2)cc1` (stereo not drawn) gave SENP1 FRET inh 1.9 and SENP8 block 9.8.
Screening CCOC(=O)[C@]12CCCC=C1N(Cc1ccc(Cl)cc1Cl)C(=O)[C@H](CC(=O)NCCC(C)C)C2 returned SENP1 FRET inh -4.0 and SENP8 block 7.2.
`CCCCOC1NC(=O)NC(=O)C1(F)C(=O)OCC` (stereo not drawn) gave SENP1 FRET inh -1.2 and SENP8 block 8.1.
COc1ccc(-c2csc(C(NC(C)=O)c3ccc(F)c(F)c3)n2)cn1 (stereo not drawn) was read as SENP1 FRET inh -4.3 and SENP8 block -33.6.
For CC1(C(=O)NCc2ccccc2)CSCC(=O)N1C1CC1 (stereo not drawn) the results were SENP1 FRET inh 2.8 and SENP8 block 16.2.
`OC1CCC(Nc2ccn3nc(-c4cccc(Cl)c4)cc3n2)CC1` (stereo not drawn) gave SENP1 FRET inh -5.7 and SENP8 block inactive.
For Cc1cc(C)cc(Cn2c3ccc(NC(=O)NCCc4cccs4)cc3c(=O)n2C)c1 the results were SENP1 FRET inh 5.2 and SENP8 block -469.4.
Screening CC(=O)Oc1ccc(CN2C(=O)C(CCc3ccccc3)ON=C2c2cnccn2)cc1 (stereo not drawn) returned SENP1 FRET inh 4.8 and SENP8 block 2.2.
`CCc1ncn(CCc2ccccc2OC)c1C(C)C` gave SENP1 FRET inh -5.4 and SENP8 block -10.4.
For CCOC(=O)C1(C)CCCN(C(=O)c2c(-c3ccccc3)noc2C)C1 (stereo not drawn) the results were SENP1 FRET inh 0.2 and SENP8 block 12.0.
Screening COC(=O)c1cc(Cl)ccc1NCC(N)c1ccccc1 (stereo not drawn) returned SENP1 FRET inh -40.4 and SENP8 block -400.9.
`Nc1sc(Cc2ccccc2)cc1C(=O)c1c(-c2ccccc2)[nH]c2ccccc12` gave SENP1 FRET inh -1.2 and SENP8 block -330.4.
CC[C@H](C)C1OC(=O)[C@@H](C)[C@@H](CC)NC(=O)[C@H](C)N(C)C(=O)C(C)(C)C(=O)C(C)NC(=O)[C@H](Cc2ccc(OC)cc2)N(C)C(=O)[C@H](C(C)C)N(C)C(=O)CNC(=O)[C@H](CC(C)C)N(C)C(=O)CNC1=O (stereo partly drawn) was read as SENP1 FRET inh -0.4 and SENP8 block 25.6.
For CCCOc1cccn2c(N(C=O)Cc3ccc(OC)cc3)c(CC)nc12 the results were SENP1 FRET inh -11.3 and SENP8 block 3.7.
Screening CCNC(=O)C1(C)CCCN1C(=O)c1ccc(F)c(Cl)c1 (stereo not drawn) returned SENP1 FRET inh 0.4 and SENP8 block -1.2.
For CC(=O)Nc1cc(-c2cccc(C(=O)NCCN(C)C)c2)cn2c(-c3cccc(C(F)(F)F)c3)cnc12 the results were SENP1 FRET inh -6.1 and SENP8 block -282.5.
Screening CC1(Oc2ccc(CC#N)cc2)CCN(Cc2ccccc2OC(F)F)C1 (stereo not drawn) returned SENP1 FRET inh -3.4 and SENP8 block 10.0.
`Cc1ccc(C)c(NCCCCC(=O)O)c1` gave SENP1 FRET inh -0.2 and SENP8 block 10.5.
`CCOC(=O)[C@]12CCCC=C1N(Cc1ccccc1)C(=O)[C@H](CC(=O)NCc1cccs1)C2` gave SENP1 FRET inh 0.9 and SENP8 block 33.0.
`O=S1(=O)CC(N2CCCCC2)CN1Cc1cn(Cc2cccc(Cl)c2)nn1` (stereo not drawn) gave SENP1 FRET inh 0.8 and SENP8 block 1.1.
For Cc1cccc(C)c1NC(=O)C(c1ccnc2ccccc12)n1c(=O)c(-c2ccco2)nc2ccccc21 (stereo not drawn) the results were SENP1 FRET inh -42.4 and SENP8 block -396.1.
For CC(C)CNc1ncnc2c1ncn2[C@H]1CN(CCN2CCOCC2)C[C@@H](CO)O1 the results were SENP1 FRET inh 1.9 and SENP8 block 7.2.
Screening CC(C)C[C@H]1CNC(=S)N1C[C@H]1CCCN1C[C@H](Cc1ccccc1)N1C[C@H](Cc2ccc(O)cc2)N(CC2CCCCC2)C1=S returned SENP1 FRET inh 1.3 and SENP8 block 4.2.
CCCN(C)C1CN(Cc2cn(Cc3ccc(F)cc3)nn2)S(=O)(=O)C1 (stereo not drawn) was read as SENP1 FRET inh 2.4 and SENP8 block 7.7.
`CCCCCCCCN1C(=O)[C@H](CC(=O)NCc2cccc(C(F)(F)F)c2)C[C@@]2(C(=O)OC)CC(C)(C)CC=C12` gave SENP1 FRET inh 2.7 and SENP8 block 19.6.
Screening CC(C)N1CCC(C)(C(=O)Nc2ccc(Cl)c(Cl)c2)C1 (stereo not drawn) returned SENP1 FRET inh 4.8 and SENP8 block 21.4.
`O=C(C(=O)N1CCN(C/C=C/c2ccccc2)CC1)c1ccccc1` gave SENP1 FRET inh -0.3 and SENP8 block 16.7.
For CCCNC(=O)c1cc(C2CCCCN2S(=O)(=O)c2ccc(OC)cc2)on1 (stereo not drawn) the results were SENP1 FRET inh 3.1 and SENP8 block 2.2.
Screening COc1ccc(-n2nnnc2C(c2cccc3ccccc23)N2CCN(C/C=C/c3ccccc3)CC2)cc1 (stereo not drawn) returned SENP1 FRET inh 0.2 and SENP8 block 11.0.
For Cc1cc2nc(-c3cccc(Br)c3)c(CC(C)(C)C)n2c(C)c1Br the results were SENP1 FRET inh 2.4 and SENP8 block -0.3.
For CC(=O)Nc1cccc(-c2ccnc3c2CC(C)(C(=O)NC(C)C)O3)c1 (stereo not drawn) the results were SENP1 FRET inh -0.1 and SENP8 block 3.4.
CCc1nc2ccc(C(=O)NCc3ccc(OC)cc3)cn2c1N(C)CCC(C)C was read as SENP1 FRET inh -15.2 and SENP8 block -11.2.
Screening COc1ccc(-c2csc(C(C)(O)c3ccc(OC)cc3)n2)cc1 (stereo not drawn) returned SENP1 FRET inh 1.3 and SENP8 block 20.1.
For COC(=O)c1ccc2nc(-c3ccc(Cl)cc3)c(Cc3ccccc3OC)n2c1 the results were SENP1 FRET inh 0.5 and SENP8 block -39.4.
For O=C1Nc2ccccc2N(C(=O)c2ccc(-c3ccccc3)cc2)C1c1nc2ccccc2[nH]1 (stereo not drawn) the results were SENP1 FRET inh -21.8 and SENP8 block -364.9.
For CC(C)c1ccc(NC(=O)C2(C)Cc3c(-c4ccccc4)ccnc3O2)cc1 (stereo not drawn) the results were SENP1 FRET inh 2.9 and SENP8 block 8.6.
For Cc1cccc(C(=O)N2CCC(=O)N([C@H](COCc3cccc(C(F)(F)F)c3)Cc3ccccc3)CC2)c1 the results were SENP1 FRET inh -0.8 and SENP8 block 16.0.
CC1(c2nnnn2Cc2ccccc2)CCC(=O)N1CCc1c[nH]c2ccccc12 (stereo not drawn) was read as SENP1 FRET inh 2.3 and SENP8 block 18.0.
CC1(C(=O)Nc2ccc(F)c(Cl)c2)Cc2c(-c3ccccc3)ccnc2O1 (stereo not drawn) was read as SENP1 FRET inh -2.1 and SENP8 block 12.0.

Screening results: PubChem BioAssay, Sanford-Burnham Center for Chemical Genomics
